Screening results deposited in PubChem BioAssay by several laboratories.
p97 inhibitor: inhibitors of human p97 ATPase, primary screen, biochemical | Transitional endoplasmic reticulum ATPase (Homo sapiens), P55072 | recombinant p97 ATPase, Kinase-Glo ATP luminescence, 3 h | inhibition, % at 8 µM | hit rate 0.42% among 220,000 | AID 1481, 2009; in the data active = inhibition above about 15%;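 note: 0% = DMSO vehicle and 100% = wells lacking enzyme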
NPY Y1 blocker: NPY-Y1 receptor antagonists, primary screen, cell-based; inhibition, % at 3.6 µM; Neuropeptide Y receptor type 1 (Homo sapiens), P25929; hit rate 1% among 200,000; HEK293-CNG Y1 cells, membrane potential fluorescence; NPY at EC95, then isoproterenol;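 active = inhibition above the campaign mean inhibition of all tested compounds plus 3 SD, cut at about 20% in these data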;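 note: 0% = DMSO wells given NPY plus isoproterenol and 100% = isoproterenol alone without NPY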
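Material: Y1- and CNG-channel-expressing HEK293 cells / Probe or stimulus: NPY 25 nM then isoproterenol 1 µM plus Ro 20-1724 25 µM / Doses: 3.6 µM single dose, DMSO 0.4% / Schedule: compound incubation 1 h at room temperature, readout 45 min post-stimulation / Signal: membrane potential fluorescence / Benchmarks: isoproterenol-only wells as full block versus NPY-plus-isoproterenol wells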
NPY2 pot ag: NPY-Y2 potentiators or agonists, primary screen, cell-based; Neuropeptide Y receptor type 2 (Homo sapiens), P49146; cells expressing NPY-Y2, potentiator/agonist read-out; activation, % at 3.6 µM; hit rate 0.45% among 220,000; in the data active = activation above about 27%;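 note: cells stimulated with NPY near EC25 plus isoproterenol at EC100; 0% = vehicle plus submaximal agonist and 100% = vehicle plus saturating agonist; some results beyond the cut were filed as inactive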
S1P4 antag: S1P4 receptor antagonists, primary screen, cell-based. hit rate 0.26% among 220,000. Sphingosine 1-phosphate receptor 4 (Homo sapiens), O95977. inhibition, % at 4.98 µM. S1P4-expressing cells, antagonist mode, reporter read-out. AID 1510, 2009; in the data active = inhibition above about 29%;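 note: 0% = wells stimulated with agonist and 100% = vehicle wells without agonist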
Target sequence (O95977 whole entry, looked up): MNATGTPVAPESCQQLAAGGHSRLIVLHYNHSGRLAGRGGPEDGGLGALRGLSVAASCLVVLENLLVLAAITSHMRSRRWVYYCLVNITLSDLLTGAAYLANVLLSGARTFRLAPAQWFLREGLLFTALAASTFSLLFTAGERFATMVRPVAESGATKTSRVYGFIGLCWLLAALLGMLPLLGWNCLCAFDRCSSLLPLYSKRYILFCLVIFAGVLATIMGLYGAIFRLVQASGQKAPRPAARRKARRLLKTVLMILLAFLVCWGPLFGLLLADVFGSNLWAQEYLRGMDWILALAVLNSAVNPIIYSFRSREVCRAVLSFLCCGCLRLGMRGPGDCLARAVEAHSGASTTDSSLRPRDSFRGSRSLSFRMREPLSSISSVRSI
S1P4 ag: S1P4 receptor agonists, primary screen, cell-based; hit rate 0.35% among 220,000; Sphingosine 1-phosphate receptor 4 (Homo sapiens), O95977; activation, % at 4.98 µM; AID 1509, 2009; S1P4-expressing cell line, agonist reporter assay; in the data active = activation above about 11%;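 note: 0% = DMSO vehicle and 100% = reference agonist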
EP2 antag: human EP2 receptor antagonists, primary screen, TR-FRET cAMP, C6 glioma cells | hit rate 0.52% among 260,000 | inhibition, % at 25 µM | Prostaglandin E2 receptor EP2 subtype (Homo sapiens), P43116 | AID 1422, 2008 | C6 glioma cells expressing human EP2; cells stimulated with saturating PGE2;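 active = percent inhibition above 40 after rounding to a whole number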;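 note: rat C6 glioma host cells with rolipram phosphodiesterase inhibitor present; the protocol text gives 20 µM as final concentration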
Target sequence (P43116 whole entry, looked up): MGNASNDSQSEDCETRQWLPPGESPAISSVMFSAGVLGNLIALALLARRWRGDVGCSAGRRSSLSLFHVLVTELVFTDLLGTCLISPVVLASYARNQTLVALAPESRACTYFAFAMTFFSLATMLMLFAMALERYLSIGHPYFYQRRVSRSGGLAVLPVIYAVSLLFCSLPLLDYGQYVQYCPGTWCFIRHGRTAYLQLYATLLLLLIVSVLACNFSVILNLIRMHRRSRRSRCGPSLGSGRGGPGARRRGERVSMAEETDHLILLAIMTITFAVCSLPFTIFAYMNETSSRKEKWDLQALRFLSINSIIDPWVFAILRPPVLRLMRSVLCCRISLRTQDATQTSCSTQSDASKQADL
eIF4E 4G PPI: eIF4E–eIF4G protein interaction inhibitors, primary screen, biochemical, uHTS, TR-FRET, eIF4GI fragment | Eukaryotic translation initiation factor 4E (Mus musculus) + Eukaryotic translation … | TR-FRET eIF4E-eIF4GI(517-606) binding, 2 h | inhibition, % at 21.7 µM | hit rate 0.37% among 220,000;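 active = inhibition above about 30%, limit read from the data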;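 note: 0% = full FRET control wells and 100% = background wells lacking eIF4GI fragment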
NPY1 pot ag: NPY-Y1 receptor potentiators or agonists, primary screen, cell-based. Neuropeptide Y receptor type 1 (Homo sapiens), P25929. NPY-Y1 expressing cells, potentiator/agonist activation. activation, % at 3.6 µM. hit rate 0.37% among 220,000. AID 1304, 2008; in the data active = activation above about 33%, passing the limit was not always enough;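 note: cells stimulated with NPY at EC10 then isoproterenol at EC100; 0% = low agonist plus stimulus and 100% = saturating agonist plus stimulus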
EP2 modulator: EP2 receptor modulators, cAMP readout, primary screen, cell-based, HTRF cAMP, PGE2 stimulation. Prostaglandin E2 receptor EP2 subtype (Homo sapiens), P43116. EP2-expressing cells, cAMP HTRF FRET, PGE2 co-stimulation. induction, % at 25 µM. hit rate 0.83% among 260,000;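 active = compounds whose cAMP rise, as percent of the full-agonist control response, exceeds 60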;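 note: rat C6 glioma line stably carrying human EP2 under a CMV promoter; the protocol text gives 20 µM as final concentration; 100% = response of wells given 1 µM PGE2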
Numbers without * were called inactive; x = not tested or not shown; & = joins results of further samples; [ ] = another dose, or the depositor's remark.

No.	Structure	p97 inhibitor	NPY Y1 blocker	NPY2 pot ag	S1P4 antag	S1P4 ag
1	CCOC(=O)C(C)Oc1ccc(=O)n(-c2ccccc2)n1 (stereo unspecified)	1	-1	1	11	0.6
2	C=CCn1c(SCc2ccc(C#N)cc2)nnc1-c1cccc(Cl)c1	-5	-3	-7	-20	-1.7
3	CN(c1ccc(OCC(=O)N2CCC(C(N)=O)CC2)cc1)S(=O)(=O)c1cccs1	3	2	-6	-5	-1.1
4	C=CCn1c(CCNC(=O)c2ccccc2F)nnc1SCC(=O)Nc1nc2ccccc2s1	-4	-4	-13	-3	0.5
5	Cc1ccccc1C(=O)OC(C)CN1CCOCC1 (stereo unspecified)	4	7	3	-5	3.1
6	O=C(NCCCN1CCOCC1)c1cccc(S(=O)(=O)N2CCc3ccccc3C2)c1	-5	0	-4	-12	-0.9
7	O=C(NC1CC1)C1CCN(S(=O)(=O)c2cc(Cl)ccc2Cl)CC1	4	4	-1	4	-0.9
8	Cn1nc(-c2ccccc2)cc1NC(=O)Nc1ccc(C(C)(C)C)cc1	-2	x	1	-8	0.2
9	CCOC(=O)C1(CCSC)NC(c2ccco2)C2C(=O)N(CC)C(=O)C21 (stereo unspecified)	-1	0	-3	-4	0.4
10	Cc1nc2cc(Cl)c(Cl)cc2nc1C	4	1	16	-15	0.6
11	Cc1c(NC(=O)NCc2ccccc2)c(=O)n(-c2ccccc2)n1C	3	0	-14	-27	1.6
12	CC(C)(C)C(=O)Nc1ccc(N2CCN(c3ccc(C(F)(F)F)cn3)CC2)nc1	2	x	-15	6	-1.1

No.	EP2 antag	eIF4E 4G PPI	NPY1 pot ag	EP2 modulator
1	10	8	7	40
2	10	-4	-11	22
3	4	1	17	-33
4	10	10	8	2
5	8&5	3	11	-21&21
6	9	-3	-10	9
7	10&5	-4	11	-2&-12
8	8	3	26	-16
9	1	-6	5	16
10	7	-1	17	2
11	8	0[fluorescence artefact?]	8	37
12	11	3	18	-7

(continued)
No.	Structure	p97 inhibitor	NPY Y1 blocker	NPY2 pot ag	S1P4 antag	S1P4 ag
13	O=[N+]([O-])c1cccc(S(=O)(=O)N/N=C/c2ccc(O)cc2)c1	2	8	-7	2	0.6
14	COc1ccc(CNc2nc3c(c(=O)n(Cc4ccc(F)cc4)c(=O)n3C)n2C)cc1	3	7	11	-26	-0.3
15	CC1=NN(C(=O)c2c(Br)cnn2C)C(O)(C(F)(F)F)C1 (stereo unspecified)	2	-3	3	15	-2.6
16	CS(=O)(=O)N(CCc1ccccc1)CC(=O)N1CCN(c2ccc(F)cc2)CC1	-5	1	1	-2	-0.6
17	COc1ccc(NC(=O)CCSc2ccc(C)cc2)cc1S(=O)(=O)Nc1ccccc1Cl	-3	25*	-23	-4	-1.2
18	COc1cccc(-c2nc3sc4c(c3c(=O)[nH]2)CCCCC4)c1	6	-1	-4	1	0.8
19	CCOC(=O)Cc1ccc(NS(=O)(=O)c2ccc(SC)cc2)cc1	1	-1	-4	-19	0.7
20	O=C(Nc1ccccc1F)C1CCCN(S(=O)(=O)c2ccccc2)C1 (stereo unspecified)	1	4	7	5	2.4
21	CCNS(=O)(=O)c1cc(S(C)(=O)=O)ccc1Cl	0	2	10	-14	4.1
22	CCn1c(SCc2nc3ccccc3[nH]2)nnc1-c1cccs1	-2	-4	-28	-5	1.1
23	COc1ccc(NC(=O)Nc2nnc(N3CCC(C)CC3)s2)cc1OC	3	0	13	-3	2.6
24	Cc1ccc(C)c(OCC(=O)NCCN(C)C)c1	5	2	5	1	-3.4

No.	EP2 antag	eIF4E 4G PPI	NPY1 pot ag	EP2 modulator
13	7	-3	13	21
14	6	5	11	3
15	12	6[fluorescence artefact?]	20	21
16	3	-1	6	-59
17	3	4	4	-15
18	9	9	-10	27
19	26	0	6	17
20	6	0	4	-8
21	10	-1	-6	35
22	1	2	-35	-27
23	8	1[fluorescence artefact?]	18	-1
24	14	-5	-28	-23

(more compounds)
No.	Structure	p97 inhibitor	NPY Y1 blocker	NPY2 pot ag	S1P4 antag	S1P4 ag
25	Cn1cccc1CC(=O)NNC(=O)Nc1ccc(F)cc1	7	-3	1	-9	-1.9
26	Cc1nc(SCC(=O)NC(=O)NC(C)(C)C)nc(C)c1C	-1	x	8	-4	-0.6
27	COc1ccc(C(C(=O)NC(C)(C)C)N(C(=O)CNC(=O)c2cccs2)c2ccc(C)cc2)cc1OC (stereo unspecified)	-4	1	-9	-17	2.0
28	Cn1c(Oc2ccc(F)cc2F)c(C=O)c2ccccc21	0	-3	-1	3	-0.9
29	Cc1csc(NC(=O)CSc2ccc(-c3ccccc3)nn2)n1	2	-5	6	-17	1.7
30	Cc1ccc(NC(=O)c2snc3ccc(Cl)cc23)cc1C	2	-2	4	-4	0.4
31	CC(C)(C)C(=O)Nc1ccccc1C(=O)NCc1cccnc1	5	x	7	5	0.2
32	CN(Cc1c(F)cccc1Cl)c1ccc(S(=O)(=O)N2CCOCC2)cn1	-7	6	-9	-1	-0.9
33	CC(=O)Nc1ccc(S(=O)(=O)NCCc2cc3c(C)ccc(C)c3[nH]c2=O)cc1	4	2	-5	1	-0.1
34	N=c1sccn1CC(=O)NCCc1ccc(Cl)cc1	-5	7	-17	20	0.9
35	CCOC(=O)c1[nH]c2cc(OC)c(OC)cc2c1NC(=O)CN1CCN(C)CC1	-6	-1	-7	-16	0.1
36	COc1cccc(/C=N/NC(=O)CSc2ccccc2C)c1OC	1	12	-5	2	1.6

No.	EP2 antag	eIF4E 4G PPI	NPY1 pot ag	EP2 modulator
25	3	-3	-6	-20
26	5	-11	1	-2
27	14	2	-4	25
28	8	-1	2	-12
29	6	-3	-19	-51
30	4	-1[fluorescence artefact?]	-2	4
31	2	10	11	1
32	1	3	-17	-11
33	9	-2	0	-6
34	7	-4	-3	15
35	10	-2[fluorescence artefact?]	8	15
36	0	6	-21	-5

Continuation.
No.	Structure	p97 inhibitor	NPY Y1 blocker	NPY2 pot ag	S1P4 antag	S1P4 ag
37	CC(=O)Nc1cc(S(=O)(=O)Nc2cccc(C)c2)c(C)cc1C	-2	-2	1	-5	0.5
38	O=Cc1cn(CC(=O)Nc2ccc(F)cc2)c2ccccc12	5	-6	-6	-1	-2.5
39	Cc1ccc(NC(=O)C(Cc2ccccc2)n2cccc2)cc1 (stereo unspecified)	-1	x	2	-12	0.3
40	CCN(CC)S(=O)(=O)c1ccc(C)c(NC(=O)COc2ccc(Br)cc2Cl)c1	-4	5	-1	-3	-0.1
41	CC(Cl)c1cc(-c2ncc(C(F)(F)F)cc2Cl)no1 (stereo unspecified)	-3	8	12	0	0.3
42	COc1ccccc1NC(=O)CSc1nnnn1C	-2	1	-16	7	0.7
43	O=C(NCCCN1CCC(Cc2ccccc2)CC1)C1CCN(S(=O)(=O)N2CCOCC2)CC1	2	5	-8	-10	2.4
44	O=C(O)c1cccc(NN=C2c3ccccc3-c3ccccc32)c1	38*	-5	10	3	0.1
45	O=C(CCc1nnc(CCCCc2ccccc2)o1)NCCn1cccn1	-3	-3	-2	-1	-2.7
46	O=C(N[C@H]1CC1c1ccccc1)c1ccc([N+](=O)[O-])cc1 (stereo partly specified)	-4	x	-34	8	-0.2
47	Cn1ccnc1C(O)c1cc(C(C)(C)C)c(O)c(C(C)(C)C)c1 (stereo unspecified)	6	0	21	11	1.4
48	CCOC(=O)C1=C(O)C(=O)N(c2ccc(S(N)(=O)=O)cc2)C1c1ccc(Br)cc1 (stereo unspecified)	9	x	-7	-8	0.8

No.	EP2 antag	eIF4E 4G PPI	NPY1 pot ag	EP2 modulator
37	10	1	-2	11
38	10	0	7	-80
39	6	0	18	-16
40	6	-1[fluorescence artefact?]	-34	12
41	9	4	4	15
42	x	-1	14	1
43	7	6[fluorescence artefact?]	4	9
44	3	1	5	75*
45	3	-1	3	-22
46	0	-7	-12	-21
47	7	3	4	26
48	15	-3	18	11

More structures follow:
No.	Structure	p97 inhibitor	NPY Y1 blocker	NPY2 pot ag	S1P4 antag	S1P4 ag
49	O=C1c2ccccc2C(=O)N1OCc1cccc(Cl)c1	4	1	16	-13	-0.5
50	COc1ccc(OC)c(NC(=O)CCN2CCC(C)CC2)c1	2	2	-1	4	0.3
51	Cc1c(C(c2ccc(O)cc2)c2c(C)n(C)n(-c3ccccc3)c2=O)c(=O)n(-c2ccccc2)n1C	0	-1	5	8	0.2
52	Cc1nc(NC(C)C(=O)O)c2nc(C)oc2n1 (stereo unspecified)	3	4	-6	17	-0.1
53	Cc1cc(C)c(C)c(S(=O)(=O)Nc2ccc(O)cc2)c1C	1	2	3	-4	-0.4
54	O=C(c1ccc(S(=O)(=O)N2CCC(c3nc4ccccc4[nH]3)CC2)cc1)N1CCOCC1	2	0	1	-28	-0.1
55	CCn1c(SCc2cc(=O)n3ccsc3n2)nc2ccccc21	0	-1	-9	-3	-1.0
56	CS(=O)(=O)Nc1nc2n(n1)C(c1ccccc1)C=C(c1ccc(Br)cc1)N2 (stereo unspecified)	3	-1	5	-8	0.9
57	Cc1ccc(N2C(=O)C(CN3CCCCC3)C2c2ccccc2)cc1 (stereo unspecified)	-1	8	-7	-8	0.0
58	O=C(Cn1c(NCCO)nc2ccccc21)c1ccccc1	8	0	7	1	1.8

No.	EP2 antag	eIF4E 4G PPI	NPY1 pot ag	EP2 modulator
49	17	11	-4	19
50	5	-10[fluorescence artefact?]	-16	-21
51	9	0	4	7
52	2	1	5	-1
53	6	5[fluorescence artefact?]	-21	-7
54	2	0	-1	8
55	10	-2	-8	8
56	x	-1	24	24
57	4	-2	8	11
58	6	4	-15	11

5 compounds out of the list, sorted by number of heavy atoms, rising.
No.	Structure	p97 inhibitor	NPY Y1 blocker	NPY2 pot ag	S1P4 antag	S1P4 ag
53	Cc1cc(C)c(C)c(S(=O)(=O)Nc2ccc(O)cc2)c1C	1	2	3	-4	-0.4
50	COc1ccc(OC)c(NC(=O)CCN2CCC(C)CC2)c1	2	2	-1	4	0.3
36	COc1cccc(/C=N/NC(=O)CSc2ccccc2C)c1OC	1	12	-5	2	1.6
2	C=CCn1c(SCc2ccc(C#N)cc2)nnc1-c1cccc(Cl)c1	-5	-3	-7	-20	-1.7
16	CS(=O)(=O)N(CCc1ccccc1)CC(=O)N1CCN(c2ccc(F)cc2)CC1	-5	1	1	-2	-0.6

No.	EP2 antag	eIF4E 4G PPI	NPY1 pot ag	EP2 modulator
53	6	5[fluorescence artefact?]	-21	-7
50	5	-10[fluorescence artefact?]	-16	-21
36	0	6	-21	-5
2	10	-4	-11	22
16	3	-1	6	-59

Not all compounds are listed, so the mix of outcomes need not match the whole.
